Assay outcomes: PubChem, several laboratories
Cardio protect: protects H9c2 cardiomyocytes from peroxide injury; actives 0.63% (n = 360,000); H2O2 injury protection, ATPLite, 2 h; protection from H2O2 cell death, % at 20 µM;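 active = compounds giving at least 50% protection of heart cells from peroxide-induced death in the single-dose screen, raw or plate-pattern-corrected value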;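 note: 0% = DMSO wells with peroxide and 100% = DMSO wells without peroxide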
iPSC survival up: hiPSC single-cell survival enhancement; AID 602274; survival enhancement, % at 20 µM; ATPlite luminescence; 100% = ROCK inhibitor wells, 0% = DMSO; actives 0.044% (n = 360,000); in the data active = survival enhancement above about 18%;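 note: cells exposed to compounds for 16 hours before the ATP read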
NR2E3 ag-1: activates human photoreceptor nuclear receptor NR2E3; GST-NR2E3/biotin-RetCOR TR-FRET, 1536-well; inhibition of corepressor binding, % at 4.78 µM; actives 0.12% (n = 320,000); AID 2300;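 active = percent inhibition above the cutoff of mean plus 3 SD of all tested compounds, set per screening campaign, cut at about 20% in these data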;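 note: 0% = DMSO wells and 100% = biotin wells as full block of FRET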
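System: GST-tagged NR2E3 plus biotinylated RetCOR corepressor; Buffer or medium: pH 7.5 Tris-based buffer; Probe or stimulus: RetCOR corepressor, biotinylated, 7 nM; Doses: compound at 4.8 µM, single dose; Schedule: 5 h incubation at 4 °C; Technique: time-resolved FRET; Evaluation: percent inhibition of TR-FRET ratio; Replication: one well per compound, singlicate testing.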
Peg3 prom inh: reduces Peg3 promoter-driven luciferase expression in HeLa. actives 1.7% (n = 360,000). HeLa PEG-Prom luciferase reporter, luminescence, overnight. AID 588405. inhibition, % at 20 µM;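 active = inhibition of at least 50% at 20 µM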
PDI inh: PDI (human) enzyme inhibition | P07237 | inhibition, % at 10 µM | actives 0.052% (n = 350,000) | AID 588391 | PDI insulin aggregation turbidity, A650, 90 min;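 active = mean inhibition across replicates of 30% or more, whatever share of single replicates reach that level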;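 note: absorbance from insulin aggregation driven by PDI reduction with DTT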
Target sequence (P07237 whole entry, looked up): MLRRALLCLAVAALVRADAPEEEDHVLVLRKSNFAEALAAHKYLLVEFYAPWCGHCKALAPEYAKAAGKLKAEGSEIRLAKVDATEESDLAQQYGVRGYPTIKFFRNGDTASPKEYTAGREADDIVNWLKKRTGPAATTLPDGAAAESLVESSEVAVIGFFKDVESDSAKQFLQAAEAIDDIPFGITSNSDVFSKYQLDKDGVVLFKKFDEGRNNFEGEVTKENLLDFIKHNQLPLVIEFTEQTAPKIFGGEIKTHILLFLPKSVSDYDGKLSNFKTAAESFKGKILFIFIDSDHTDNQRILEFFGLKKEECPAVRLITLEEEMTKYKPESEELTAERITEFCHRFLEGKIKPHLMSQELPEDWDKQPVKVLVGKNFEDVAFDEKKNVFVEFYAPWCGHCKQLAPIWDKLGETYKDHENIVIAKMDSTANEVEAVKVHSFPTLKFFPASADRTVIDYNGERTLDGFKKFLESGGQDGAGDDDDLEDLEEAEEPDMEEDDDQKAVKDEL
NR2E3 ag-2: activates human NR2E3 receptor | inhibition of corepressor binding, % at 3.98 µM | CHO-S Gal4-NCOR/VP16-NR2E3 two-hybrid, luciferase | AID 602229 | actives 0.35% (n = 360,000) | Q9Y5X4;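 active = inhibition above the mean of all tested compounds plus 3 SD, cut at about 70% in these data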;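 note: 0% = DMSO with NR2E3 transfected cells and 100% = cells lacking NR2E3 construct; higher means lower luciferase signal from less NR2E3 corepressor binding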
HIF-2a block: HIF-2a inhibition; actives 0.72% (n = 360,000); AID 624352; 786-0 RCC cells HIF-2a reporter, luciferase luminescence, overnight; inhibition, % at 18.8 µM;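 active = inhibition of the luminescence signal of 40% or more relative to plate controls, in a single-dose primary screen at 18.75 µM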
CaV13 ICDI inh: Primary screen for inhibitors of IQ motif and Ca2+-dependent inactivation inhibitor domain binding in CACNA1D, Förster resonance energy transfer in living cells, …; HEK cells, CFP/YFP FRET ICDI-IQ, plate reader, 10 min; percent FRET-ratio fall versus neutral wells; inhibition, % at 12.3 µM; actives 0.098% (n = 340,000);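 active = mean replicate inhibition of at least 30% and at least 1% of replicates passing that level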;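 note: 0% = median of the neutral control wells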
Shn3 inh set2: inhibitors of Schnurri-3 3'UTR reporter in osteoblasts. Clone20 osteoblast Shn3 3'UTR firefly luciferase, 24 h. actives 0.52% (n = 360,000). inhibition, % at 12.5 µM;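 active = mean inhibition of at least 75% with every replicate also reaching 75%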;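 note: 0% = median of neutral control wells and 100% = pilot-screen positive control compound; some compounds past the cut are filed as inactive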
MITF TRPM1 inh: inhibitors of MITF-driven TRPM1 promoter in melanoma cells; SK-MEL-5 TRPM1 promoter luciferase, 24 h; inhibition, % at 12.5 µM; actives 0.83% (n = 330,000); AID 488899;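 active = mean inhibition across replicates of 60% or more, whatever share of single replicates reaches that level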; note: values of inactives mirror those of a sister screen read the other way
m5-HT2A agonist: mouse HTR2A agonism via beta-arrestin recruitment; activation, % at 7.6 µM; actives 0.66% (n = 360,000); CHO-K1 mHTR2A beta-arrestin complementation, luminescence; percent of 30 µM serotonin response; P35363; AID 624169;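 active = activation above a run cutoff, the mean activation of all tested compounds plus 3 SD, cut at about 14% in these data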;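 note: 0% = plate median of compound wells and 100% = 30 µM serotonin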
Target sequence (P35363 whole entry, looked up): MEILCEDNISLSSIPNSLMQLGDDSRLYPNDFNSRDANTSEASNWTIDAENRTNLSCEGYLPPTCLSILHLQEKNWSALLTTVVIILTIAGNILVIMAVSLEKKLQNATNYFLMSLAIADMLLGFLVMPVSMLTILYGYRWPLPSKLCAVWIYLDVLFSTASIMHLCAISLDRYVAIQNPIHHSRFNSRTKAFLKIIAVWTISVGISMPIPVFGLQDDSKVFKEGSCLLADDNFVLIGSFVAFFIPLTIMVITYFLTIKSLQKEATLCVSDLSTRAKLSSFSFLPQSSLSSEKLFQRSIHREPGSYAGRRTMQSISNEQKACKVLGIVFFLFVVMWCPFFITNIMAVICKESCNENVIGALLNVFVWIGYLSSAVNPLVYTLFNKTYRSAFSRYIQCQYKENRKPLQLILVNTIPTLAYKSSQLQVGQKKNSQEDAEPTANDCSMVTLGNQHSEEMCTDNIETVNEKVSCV
* = called active by the depositor; i = inactive; . = not tested or not shown.

Value order: NR2E3 ag-1, m5-HT2A agonist, CaV13 ICDI inh, PDI inh, MITF TRPM1 inh, Cardio protect, Peg3 prom inh, iPSC survival up, HIF-2a block, Shn3 inh set2, NR2E3 ag-2
Cc1ccc(S(=O)(=O)N2CCOCC2)cc1NC(=O)c1cccc(S(=O)(=O)N2CCCC2)c1
  -1, 3, -2, 0, -2, 20, 23, 0.3, 18, 0, -16
CCCCn1c(SCC(=O)NC2CC2)nc2cc(C(=O)OC)ccc2c1=O
  ., 14, -4, -3, ., 0, -1, -0.8, -4, 9, 9
Cc1cc(C)nc(/N=C(\N)Nc2ccc(CC(=O)OC(C)C)cc2)n1
  3, 9, -14, 17, 22, -11, 7, -0.1, 16, 66, 36
COc1ccc(/C=N/NC(=O)c2sccc2C)c2ccccc12
  1, 2, -18, -2, -65, -7, -61, 0.0, -146, -30, -64
COc1ccc(NC(=S)N2CCN(Cc3ccccc3)CC2)cc1
  -5, -2, -4, 4, 1, 0, -5, -0.2, -18, 7, -1
CCOc1c(C)cnc2c1c(=O)n(Cc1c(F)cccc1Cl)c(=O)n2C
  1, 4, -4, 4, -1, -1, 10, -0.4, 3, 8, 5
O=C(CNC(=S)N(Cc1ccccc1)Cc1ccccc1F)NCc1ccc(Cl)cc1
  ., -7, ., 4, -7, -22, 52*, -0.6, 5, 17, -7
Cc1ccc(CC(C)(O)CC(C)(O)Cc2ccc(C)cc2)cc1 (stereo not given)
  ., -1, -7, -2, ., -1, 14, 4.3, 17, 15, -21
CCOCCCNC(=O)N[C@@H](Cc1ccccc1)C(=O)OC
  2, 2, -4, -1, -9, 1, -1, -3.1, 4, 2, -11
CCCOc1ccc(C(C)=O)cc1CN1CCOCC1
  0, -2, -21, 2, 9, 3, 11, 1.0, 15, 4, -2
CCOC(=O)C1(Cc2ccccc2C)CCCN(S(=O)(=O)c2cccnc2)C1 (stereo not given)
  4, 3, -6, -4, -13, 9, 8, 0.4, 17, 15, -23
S=C(NCc1ccccc1)N1CCN(c2cccc(Cl)c2)CC1
  2, -3, 4, -3, -3, -4, 5, 2.2, -5, 69, 8
CC(=O)SC1CC2=CC(=O)CCC2(C)C2CCC3(C)C(CCC34CCC(=O)O4)C12 (stereo not given)
  2, -2, -5, 6, 12, 14, 22, -0.4, 11, -12, 17
C=CCN(CC=C)S(=O)(=O)c1ccc(NC(=O)COc2ccccc2OC)cc1
  5, -10, -5, 0, -2, -10, 23, -1.7, 16, 19, -13
CCOC(=O)C1(S(=O)(=O)c2ccccc2)CCN(Cc2ccccc2)CC1
  -2, -5, ., -3, 0, -2, 10, -0.8, 16, -9, -17
COc1ccc(C(=O)NCC(=O)OCC(=O)NCc2ccco2)cc1
  ., 4, -6, -5, 2, 3, 12, -0.4, 11, 3, -11
O=[N+]([O-])c1ccc(S(=O)(=O)NCCc2cn3ccccc3n2)cc1
  -4, 6, -6, ., 3, 6, 24, -1.4, 6, -8, 14
CC(=O)Nc1ccc(C(=O)NNC(=O)c2ccc(Cl)cc2Cl)cc1
  0, 2, -1, 1, 6, 9, 8, 1.0, 10, 0, -3
O=C(COC(=O)c1n[nH]c2ccccc12)Nc1ccc([N+](=O)[O-])cc1
  2, -4, -7, -2, -5, -2, -74, -1.2, -70, -37, -45
O=C(NCCCN1CCCC1=O)Nc1ccc(F)c(Cl)c1
  2, 2, -3, -4, -27, 4, -50, -0.1, -69, -41, -37
CCC1(C)Cc2ccccc2-c2nc(-c3ccccc3)oc(=O)c21 (stereo not given)
  2, -4, -8, -8, -4, -1, 11, -1.6, -10, 1, -16
Cc1ccc(C(=O)NC(C(=O)NC2CCCC2)c2ccccc2)cc1 (stereo not given)
  4, -8, -21, 1, 5, 1, 4, 0.5, 12, 17, -30
Cc1n[nH]c(C)c1CCC(=O)N/N=C/c1cccc([N+](=O)[O-])c1
  3, 1, 3, -9, -9, 10, 2, 0.6, 12, -21, 13
Oc1ccc(C2C(c3ccccc3)=NN=C(c3ccccc3F)N2O)c(O)c1 (stereo not given)
  1, 5, -9, -6, 0, 7, -94, 5.5, -41, -4, -36
OC(COc1cccc2ccccc12)CN1CCCC1 (stereo not given)
  1, -4, -5, 0, 6, -4, 4, -0.9, 11, -6, -2
COC(=O)C(Cc1ccc(O)cc1)NC(=O)c1ccccc1 (stereo not given)
  -2, 0, -5, 13, -3, 6, -95, -2.0, -1, -66, 0
O=C(Oc1ccccc1)N1CCN(c2ccccc2F)CC1
  ., -1, -4, -4, -32, -1, -52, -0.4, -93, -6, -54
CC1C(c2ccccc2)OCCN1C=NC#N (stereo not given)
  ., -3, -16, -5, ., 3, 17, -0.4, 7, -2, -24
Cc1nc2ccccc2n1Cc1ccc(Br)cc1
  4, 1, -5, -9, 9, -17, -9, -0.2, -27, 81, 84*
COc1ccc2[nH]c(=O)c(CN(C(C)=O)c3cc(C)ccc3C)cc2c1
  ., 1, -4, 2, ., 1, 13, 5.3, 11, -10, -16
Cc1ccc(S(=O)(=O)N2CCOCC2)cc1NC(=O)CSc1nnnn1C1CCCC1
  0, 1, -7, 2, 1, 0, 3, -0.1, 6, 13, -10
O=C([C@@H]1CCCN1C1=NS(=O)(=O)c2ccccc21)N1CCN(c2ccccc2)CC1
  ., 3, -11, -11, ., 13, 8, 1.6, -2, -13, -11
Cc1noc(NS(=O)(=O)c2ccc(NC(=O)CC34CC5CC(CC(Br)(C5)C3)C4)cc2)c1C
  0, 7, -6, 6, 8, -5, -9, 10, 7, -27, -10
Cc1cc(=O)[nH]c2c1c(=O)[nH]n2C1CC(C)N(C)CC1C (stereo not given)
  0, -1, 0, 2, -11, -4, -1, -2.7, 10, -13, -17
CCCCCNc1nc(N2CCCC2)c2c(c1C#N)CCN(C)C2
  1, -7, ., -7, 8, -3, 44, 4.7, 32, -7, -12
Cc1ccc(S(=O)(=O)NCC(=O)N(CC(=O)NCC2CCCO2)Cc2ccc(Cl)cc2)cc1 (stereo not given)
  1, 13, -2, 13, 7, 7, 4, 0.7, 0, -9, -21
Cc1ccc(S(=O)(=O)NCCC(=O)Nc2ccc3c(c2)OCO3)cc1
  4, -5, ., -30, 5, -3, 7, 2.1, -21, -9, -1
Cc1noc(C)c1C(=O)OCC(=O)Nc1ccc(C(N)=O)cc1
  4, 1, -3, 0, 9, 5, -9, -0.1, 13, -21, -2
CCOC(=O)c1c(NC(C)=O)sc2c1C1CCN2CC1
  0, 0, ., 11, 2, 1, 24, 0.0, 32, -14, -13
CS(=O)(=O)c1[nH]nc(-c2ccccc2Cl)c1C#N
  -1, 1, -5, 9, ., -1, 6, -0.1, 16, -14, -4
CCCCOc1nc2ccccc2nc1C(C#N)C(=O)NC1CCCCC1 (stereo not given)
  -5, 2, 0, 6, 1, -9, 18, -2.6, 9, 1, 7
CC(C)Oc1ccc(C2CC(=O)NC3=C2C(=O)CCC3)cc1 (stereo not given)
  -2, 10, -1, -18, 8, -1, 9, 4.9, 6, -1, 10
CCN(CC)C(=S)Nc1ccc2nc3n(c(=O)c2c1)CCCCC3
  -1, 1, -6, -1, -16, -2, -21, -0.4, -13, -3, -10
CCN1C(=S)N[C@@H](c2cccs2)C(C(=O)OC)=C1C
  0, -1, -5, 8, ., -4, 16, 3.5, 7, 21, 12
Cc1ccc(CNC(=O)CCSCc2ccccc2C)cc1
  -3, -11, -17, -3, 4, -1, 0, 0.7, 3, 1, -37
COCCCn1c(=N)c(C(=O)NCC2CCCO2)cc2c(=O)n3ccccc3nc21 (stereo not given)
  3, -4, 13, -8, -4, 12, 12, -1.7, 7, 0, 3
Cc1noc(C)c1-c1ccc(C(=O)NCCc2ccccc2)c2occc12
  ., 0, 40*, 4, ., 6, -293, -3.6, i, -71, -36
CCOc1ccccc1NC(=O)CN1C(=O)C(C)SC(C)C1=O (stereo not given)
  -1, 7, -6, -2, 10, -4, -7, -0.6, 8, -1, 10
CC(=NCCCn1ccnc1)c1c(O)n(Cc2ccccc2)c(=O)[nH]c1=O
  -1, 1, -3, 3, 3, 8, 18, -1.2, 15, 12, -5
COc1cc(C#Cc2c(-c3ccccc3)n(C)c3ccccc23)cc(OC)c1
  2, 3, -5, -6, 1, -10, 7, -0.1, 5, 10, -13
Cc1ccc(S(=O)(=O)N2CCN(C(=O)COC(=O)C3CC3C)CC2)c(C)c1 (stereo not given)
  5, -2, -2, -4, 5, 0, 7, 0.4, 3, 15, 4
COC(=O)C1C/C(=N\NS(=O)(=O)c2ccc(C)cc2)c2sccc2C1 (stereo not given)
  -1, 5, -5, 3, 1, 10, 0, 1.7, 27, 19, -4
O=C1c2ccccc2C(=O)N1CCc1c[nH]c2ccccc12
  4, -3, 0, -6, -108, -14, -379, -3.1, -334, -96, -195
O=C(CSc1nc2c(sc3ccccc32)c(=O)n1CCCN1CCOCC1)NC1CCCC1
  -1, -2, -7, -6, 5, 6, 18, 0.5, 13, -18, -3
COCC(=O)N1C[C@H]2CON(C)[C@H]2C[C@H]1c1cccc(-c2ccccc2)c1
  ., 6, -7, 8, ., 11, 0, -1.2, 2, -14, -3
CCC(C)NC(=O)CN(c1cc(Cl)cc(Cl)c1)S(C)(=O)=O (stereo not given)
  -1, -2, -4, -4, -11, -6, 16, 3.7, 13, 13, 7
O=C(Nc1ccccc1C(F)(F)F)Nc1cccc2ccccc12
  3, -2, -4, -2, 3, 6, 17, 1.3, 3, -4, -6
NC(=O)c1cccc(-c2coc3c(C(=O)NCCc4ccccc4)cccc23)c1
  ., 8, -5, -6, ., 60*, 5, 2.1, -149, 0, -142
COc1ccccc1/C=C/C(=O)Nc1ccc(S(=O)(=O)Nc2cc(C)on2)cc1
  -2, 1, -5, 10, -10, 13, -3, -0.5, 8, -12, -26
CCOc1ccc(S(=O)(=O)N2CCNC(=O)C2)cc1
  -1, 2, -3, 8, -9, 3, 4, -0.2, 5, -11, 32

Later entries
Value order: NR2E3 ag-1, m5-HT2A agonist, CaV13 ICDI inh, PDI inh, MITF TRPM1 inh, Cardio protect, Peg3 prom inh, iPSC survival up, HIF-2a block, Shn3 inh set2, NR2E3 ag-2
CN1CCN(c2ncnc3c2ncn3[C@H]2CN(C)C[C@@H](CO)O2)CC1
  ., 1, -2, 1, ., 0, -8, 2.4, 3, -28, -20
COc1ccc(NC(=O)c2cc(-c3ccco3)nc3ccccc23)cc1S(=O)(=O)N1CCOCC1
  5, 1, -2, 2, 11, 22, 36, 0.1, 5, 23, -7
C=CC[C@H](CC(=O)NCCO)C(=O)N[C@@H](COC(=O)[C@H](CC=C)CC(=O)OC(C)(C)C)Cc1c[nH]c2ccccc12
  ., 8, -4, 23, -9, 5, 1, 0.5, 12, -12, -18
COc1cc2c(c(OC)c1OC)CC(=O)N(C)CC2
  -1, 6, -10, -11, -10, 5, 8, 1.1, 19, -6, 2
